# From PubChem BioAssay
# CHO parental Ca = signal in parental CHO cells, OX1R antagonist counter-screen; parental CHO-K1, ATP-induced calcium, Fluo-8 fluorescence; inhibition, % at 5.6 µM; 330,000 compounds, 0.63% hits; AID 463079;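 active = inhibition above that plate's mean sample inhibition plus 3 SD, cut at about 26% in these data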;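 also: 0% = ATP-challenged DMSO wells and 100% = DMSO wells without ATP; some compounds past the cut are filed as inactive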
#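 test system = CHO parental line | reagent = ATP stimulus | measured by = intracellular calcium via Fluo-8 no-wash fluorescent dye | control set = ATP and no-ATP DMSO wells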
# TAAR1 antagonist = human TAAR1 antagonism. Q96RJ0. CHO RD-HGA16 TAAR1, Fluo-8 calcium fluorescence, antagonist. inhibition, % at 3 µM. 360,000 compounds, 1.5% hits;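 active = inhibition above a per-plate cutoff, the mean inhibition of test compounds on that plate plus 3 SD, cut at about 49% in these data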;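 also: 0% = DMSO plus EC80 beta-PEA response and 100% = DMSO alone without agonist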
# Target sequence (Q96RJ0 whole entry, looked up): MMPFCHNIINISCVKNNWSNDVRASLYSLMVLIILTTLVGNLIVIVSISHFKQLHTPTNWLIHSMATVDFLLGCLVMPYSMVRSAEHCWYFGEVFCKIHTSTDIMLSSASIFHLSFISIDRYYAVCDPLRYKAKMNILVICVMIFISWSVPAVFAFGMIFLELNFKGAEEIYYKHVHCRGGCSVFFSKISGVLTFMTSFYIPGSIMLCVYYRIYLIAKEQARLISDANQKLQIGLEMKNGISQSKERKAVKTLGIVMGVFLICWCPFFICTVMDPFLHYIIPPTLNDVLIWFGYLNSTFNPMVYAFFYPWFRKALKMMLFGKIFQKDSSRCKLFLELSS
#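 Assay system: RD-HGA16 CHO cells with stable hTAAR1 and Gα16 / Reagent: EC80 β-phenethylamine stimulus / Doses: 3 µM, single point / Timing: dye loading 75 min at 37 °C, then 30 min room temperature / Measured by: Fluo-8 intracellular calcium dye fluorescence, real-time kinetic reads / Controls: vehicle wells and EC80 agonist wells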
# CHO-K1 Ca ag = M1 agonist counterscreen hit in parental CHO-K1 cells; activation, % at 3 µM; Fluo-8 calcium fluorescence; scaled to maximal ATP response, vehicle zero; 360,000 compounds, 0.48% hits; in the data active = activation above about 15%;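 also: untransfected CHO-K1 host cells lacking M1 receptor as counterscreen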
# CHRM1 agonist = agonists of human M1 muscarinic receptor | P11229 | CHO-K1 hM1, Fluo-8 calcium fluorescence, agonist mode; 0% DMSO, 100% acetylcholine EC100 | activation, % at 3 µM | 360,000 compounds, 0.33% hits | AID 588814;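 active = activation above the run's mean compound activation plus 3 SD, cut at about 16% in these data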;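 also: peak over basal fluorescence ratio within a 140 s kinetic read after compound addition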
# Target sequence (P11229 whole entry, looked up): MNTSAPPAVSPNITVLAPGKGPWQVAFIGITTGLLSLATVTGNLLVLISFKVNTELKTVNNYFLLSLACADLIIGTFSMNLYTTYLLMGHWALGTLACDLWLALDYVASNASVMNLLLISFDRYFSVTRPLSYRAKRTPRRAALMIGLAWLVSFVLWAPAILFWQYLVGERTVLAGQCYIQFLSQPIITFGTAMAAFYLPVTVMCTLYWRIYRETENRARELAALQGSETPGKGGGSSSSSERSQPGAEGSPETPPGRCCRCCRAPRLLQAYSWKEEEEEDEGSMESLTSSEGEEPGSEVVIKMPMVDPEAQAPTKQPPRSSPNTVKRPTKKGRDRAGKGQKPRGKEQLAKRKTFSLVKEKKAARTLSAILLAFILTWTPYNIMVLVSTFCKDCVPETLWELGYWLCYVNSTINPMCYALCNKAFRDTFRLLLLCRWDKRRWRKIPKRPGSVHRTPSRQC
# M1 antag = human CHRM1 antagonism | P11229 | CHO-K1 hM1, Fluo-8 calcium fluorescence, ACh EC80 antagonist | inhibition, % at 3 µM | 360,000 compounds, 1.3% hits;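 active = percent inhibition above its own plate's cutoff, namely the mean of that plate's compound wells plus 3 SD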;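 also: peak over basal fluorescence ratio during 140 s after agonist addition; 0% = ACh EC80 plus DMSO and 100% = DMSO alone without agonist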
# CHRM1 PAM = potentiates human M1 receptor response to acetylcholine | activation, % at 3 µM | 360,000 compounds, 0.088% hits | P11229 | CHO-K1 hM1, Fluo-8 calcium fluorescence, ACh EC20; 0% = ACh EC20, 100% = maximal ACh; in the data active = activation above about 19%, passing the limit was not always enough
# CHO-K1 Ca antag = M1 antagonist counterscreen hit in parental CHO-K1 cells | ATP-induced calcium, Fluo-8 fluorescence | inhibition, % at 3 µM | 360,000 compounds, 0.6% hits | AID 602250;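 active = inhibition above a per-plate cutoff, the plate's mean sample inhibition plus 3 SD, cut at about 24% in these data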;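 also: 0% = DMSO plus EC80 ATP and 100% = DMSO alone without ATP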
# TAAR1 ag = agonists of human TAAR1; activation, % at 3 µM; CHO RD-HGA16 TAAR1, Fluo-8 calcium fluorescence; vehicle wells 0%, saturating PEA agonist 100%; Q96RJ0; 360,000 compounds, 0.99% hits;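 active = activation above the mean activation of all test compounds in the run plus 3 SD, cut at about 38% in these data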
#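 System: CHO RD-HGA16 cells carrying human TAAR1 plus Gα16; Incubation: 17-24 h seeding, 75 min 37 °C dye, 30 min RT; Measured by: Fluo-8 fluorescence, 5 s baseline then 140 s kinetic read; Control set: DMSO and PEA EC100; Replication: single well for each compound.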
# CHO-K1 Ca PAM = M1 PAM counterscreen hit in parental CHO-K1 cells. ATP EC20, Fluo-8 calcium fluorescence; 0% at ATP EC20, 100% at ATP max. 360,000 compounds, 0.02% hits. activation, % at 3 µM. AID 602247;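 active = activation above the run cutoff, the mean activation of all test compounds plus 3 SD, cut at about 40% in these data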;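 also: peak over basal fluorescence ratio in a 140 s read after ATP addition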
# * marks the source's active call; other numbers are inactive results; nt = no result given.
SMILES,CHO parental Ca,TAAR1 antagonist,CHO-K1 Ca ag,CHRM1 agonist,M1 antag,CHRM1 PAM,CHO-K1 Ca antag,TAAR1 ag,CHO-K1 Ca PAM
Cc1cc(NC(=O)c2cc(-c3cccc(OCC(C)C)c3)nc3ccccc23)no1,-31,-2,1.1,-2,-20,8,-16,-1,4
Cc1c(Cl)cnc(NC(=O)CSc2nnc3ccccn23)c1Cl,nt,-7,2.7,-5,-5,4,-3,1,13
O=C(c1ccc(N2CCN(C(=O)c3ccc(F)cc3F)CC2)cc1)c1cccc(F)c1,29,63*,12,1,25,-14,-2,4,-6
CCOc1ccc(S(=O)(=O)N2CCC(C(=O)NCCN3CCOCC3)CC2)cc1C,-6,-15,-1.5,-7,-10,3,-14,5,6
CCOC(=O)C1CCCN(S(=O)(=O)c2cc3c4c(c2)CCC(=O)N4CCC3)C1 (stereo not drawn),8,-8,2.0,4,21,-13,11,11,-23
COCCN(C(=O)COC(=O)c1cc2c(s1)CCCC2)c1c(N)n(Cc2ccccc2)c(=O)[nH]c1=O,-19,-30,2.1,-3,-21,6,-14,3,18
Cc1cc(NC(=O)CSc2nc(-c3ccc(F)cc3)cs2)no1,10,14,0.8,-3,2,4,-10,1,8
Cn1c(SCC(=O)Nc2ccc(Cl)cc2F)nnc1-c1ccco1,-31,-14,-0.2,-5,-1,4,0,2,-5
O=C(NCC1CCCO1)c1ccc(COCC(F)(F)C(F)F)cc1 (stereo not drawn),-1,-8,0.2,0,-14,7,-12,-2,-4
CC1(c2ccc(OC(F)F)cc2)NC(=O)N(CC(=O)c2ccc3c(c2)OCO3)C1=O (stereo not drawn),10,96*,36*,43*,1,-10,0,136*,-16
O=C(Nc1cccc(S(=O)(=O)C(F)(F)F)c1)[C@H]1C[C@H](O)[C@@H](CO)O1,nt,1,0.5,-2,-7,-2,-18,0,27
Cn1c(=O)oc2cc(S(=O)(=O)N3CCN(c4ccc(F)cc4)CC3)ccc21,-16,10,0.8,-1,11,-7,-1,9,-4
Cc1ccc(NC(=O)Cn2c(=O)oc3ccccc32)cc1,8,9,1.7,-5,-3,3,-11,0,15
COc1ccc2oc(=O)c(C(=O)Oc3ccc(NC(C)=O)cc3)cc2c1,-14,-4,0.0,5,-10,15,-8,-2,-4
O=S(=O)(NC(=S)c1ccccc1)c1ccc(F)cc1,-9,-13,0.6,-3,-10,-3,0,1,-3
CCOC(=O)CC1C(=O)NCCN1C(=O)c1ccc(F)cc1F (stereo not drawn),-5,-7,5.4,-1,2,7,15,14,3
Cc1ccc(C(=O)NNC(=O)CCC(=O)Nc2cc(C)on2)cc1,-4,7,0.2,-4,-3,6,3,1,5
COc1ccc(S(=O)(=O)N2CCCCCC2)cc1C(=O)N(C)Cc1ccc(Cl)cc1Cl,-22,-12,0.1,-7,-6,-4,-8,0,-6
C=CCn1c(O)c(N=NC(=S)Nc2ccccc2F)c2ccccc21,10,30,0.0,-3,14,-5,-8,-2,4
O=C(CS(=O)(=O)Cc1ccccc1)Nc1ncccn1,-7,-9,0.6,-2,-8,5,1,10,7
Cc1ccc(C(=O)N/C(=C\c2cccs2)C(=O)NCc2cccnc2)cc1,-16,9,2.6,-4,-4,6,-14,1,22
COc1cccc(/C=C/c2nc3c(cnn3-c3ccccc3)c(=O)[nH]2)c1,-9,-21,0.6,-1,3,-2,-4,0,12
CC1(C)CC(=O)C=C(OC(=O)c2ccc(Cl)cc2)C1,2,7,-0.3,-1,15,-2,13,5,-8
CC(Sc1nnc(CN2CCCC2)n1Cc1ccccc1)C(=O)Nc1ccc(F)cc1 (stereo not drawn),-19,-1,1.1,-2,-11,8,4,6,7
CCOC(=O)CC1NCCc2c1[nH]c1ccc(OC)cc21 (stereo not drawn),-13,15,-0.3,-5,-9,5,-2,0,-1
CCn1c(=O)n(CC)c2cc(S(=O)(=O)NCCOc3ccccc3)c(C)cc21,-14,-7,1.6,-5,0,-2,-13,1,-4
Cc1ccc2nc(SCC(=O)Nc3ccc4c(c3)OCO4)nc(=O)n2c1,17,-13,1.3,-1,-24,9,-3,0,8
CC(C)(C)OC(=O)NCc1ccc(CNC(=O)c2[nH]cnc2C(=O)Nc2ccccc2F)cc1,nt,71*,0.4,4,16,-10,-6,13,21
COc1cccc2sc3cc(C#Cc4ccccn4)ccc3c(=O)c12,-29,39,-0.2,6,10,11,4,15,3
CC(=O)Oc1ccc(C(=O)Cc2ccc3ccccc3n2)c(O)c1C,1,-13,1.4,-2,-3,2,-3,3,12
O=c1cc(-c2ccccc2)nc(N2CCCCC2)[nH]1,-14,-6,0.1,-4,13,5,20,17,3
CC(C)CC(=O)Nc1ccc(C(=O)COc2ccc(-c3nnco3)cc2)cc1,-19,-5,4.3,1,-9,7,-9,9,19
CCCCCCSc1nnc(N)s1,-13,-22,0.2,-1,-18,18,-7,-2,19
CSc1nc(C)cc(C)c1C#N,-9,-5,0.8,-4,1,2,-6,5,19
COc1ccc(-c2cc(C(=O)N3CCCCCC3)no2)cc1OC,-5,-9,0.1,-3,-15,15,-16,-1,8
Cc1cnc(C(=O)Nc2cccc(-c3nnc4n3CCCCC4)c2)cn1,1,-9,0.5,-3,-5,5,-4,7,13
COc1ccc(C2=NN(C(=O)CN3CCCC3)C(c3ccc(OC)cc3)C2)cc1 (stereo not drawn),-26,-10,0.1,-7,-1,2,-2,10,11
Cc1cc(C)nc(NS(=O)(=O)c2ccc(N3C(=O)C4CC=C(Cl)CC4C3=O)cc2)n1 (stereo not drawn),1,-1,0.2,-6,-4,7,-4,4,4
CCOC(=O)c1c(NC(=O)C2CCCN(S(=O)(=O)c3ccccc3)C2)sc2c1CCCC2 (stereo not drawn),-28,-6,0.2,-6,-9,5,-13,-1,16
CN(C)c1ccc(-c2nc3n(n2)C(c2cccnc2)C2=C(CC(C)(C)CC2=O)N3)cc1 (stereo not drawn),-12,10,0.3,-4,-4,10,-8,6,18
CCN(CC)S(=O)(=O)c1ccc2[nH]c(=O)cc(C(=O)Nc3ccc(C)c(S(=O)(=O)N(CC)CC)c3)c2c1,-13,-9,0.7,-4,5,-3,-9,3,26
CCC1(C)Cc2c(sc3nc(SC)[nH]c(=O)c23)CO1 (stereo not drawn),-6,-7,19*,-4,-8,2,1,8,13
CN(CC(=O)Nc1cccc(S(=O)(=O)NC2=NCCC2)c1)Cc1ccccc1Cl,-10,3,0.4,-2,-6,7,-8,4,-2
CN=C1S/C(=C\c2ccc(Cl)cc2)C(=O)N1C,-16,5,0.5,-7,-8,3,1,-1,-3
CCOc1cc(/C=N/Nc2ccc(S(=O)(=O)Nc3ccccc3C(=O)O)cc2[N+](=O)[O-])cc(Cl)c1O,nt,-11,-0.2,-2,-9,12,-6,0,16
CCOC(=O)C1=C(C)NC(=O)NC1c1cccc(OC)c1OCc1ccccc1Cl (stereo not drawn),-17,-8,0.7,-6,-4,7,-12,14,27
Cc1cccc2sc(NC(=O)CCn3cccc3)nc12,-3,-9,-0.2,-6,2,1,4,3,6
O=C(c1cccc(C(=O)N2CCN(Cc3ccccc3)CC2)c1)N1CCN(Cc2ccccc2)CC1,-29,0,1.5,-2,-12,4,-4,9,7

# 9 of these compounds in a different format:
# The line under a structure holds: CHO parental Ca	TAAR1 antagonist	CHO-K1 Ca ag	CHRM1 agonist	M1 antag	CHRM1 PAM	CHO-K1 Ca antag	TAAR1 ag	CHO-K1 Ca PAM
COc1ccc(C2=NN(C(=O)CN3CCCC3)C(c3ccc(OC)cc3)C2)cc1 (stereo not drawn)
→ -26	-10	0.1	-7	-1	2	-2	10	11
Cc1cc(C)nc(NS(=O)(=O)c2ccc(N3C(=O)C4CC=C(Cl)CC4C3=O)cc2)n1 (stereo not drawn)
→ 1	-1	0.2	-6	-4	7	-4	4	4
CCOC(=O)c1c(NC(=O)C2CCCN(S(=O)(=O)c3ccccc3)C2)sc2c1CCCC2 (stereo not drawn)
→ -28	-6	0.2	-6	-9	5	-13	-1	16
CN(C)c1ccc(-c2nc3n(n2)C(c2cccnc2)C2=C(CC(C)(C)CC2=O)N3)cc1 (stereo not drawn)
→ -12	10	0.3	-4	-4	10	-8	6	18
CCN(CC)S(=O)(=O)c1ccc2[nH]c(=O)cc(C(=O)Nc3ccc(C)c(S(=O)(=O)N(CC)CC)c3)c2c1
→ -13	-9	0.7	-4	5	-3	-9	3	26
CCC1(C)Cc2c(sc3nc(SC)[nH]c(=O)c23)CO1 (stereo not drawn)
→ -6	-7	19*	-4	-8	2	1	8	13
CN(CC(=O)Nc1cccc(S(=O)(=O)NC2=NCCC2)c1)Cc1ccccc1Cl
→ -10	3	0.4	-2	-6	7	-8	4	-2
CN=C1S/C(=C\c2ccc(Cl)cc2)C(=O)N1C
→ -16	5	0.5	-7	-8	3	1	-1	-3
CCOc1cc(/C=N/Nc2ccc(S(=O)(=O)Nc3ccccc3C(=O)O)cc2[N+](=O)[O-])cc(Cl)c1O
→ nt	-11	-0.2	-2	-9	12	-6	0	16

# (next part)
SMILES,CHO parental Ca,TAAR1 antagonist,CHO-K1 Ca ag,CHRM1 agonist,M1 antag,CHRM1 PAM,CHO-K1 Ca antag,TAAR1 ag,CHO-K1 Ca PAM
CN1CCN(c2ccc([N+](=O)[O-])c(-n3nc(-c4ccccc4)c4ccccc4c3=O)c2)CC1,-12,-10,0.8,-5,-18,1,-7,21,16
Cc1ccc(C(=O)COC(=O)c2ccc(Br)o2)cc1C,-10,-5,0.1,-5,-8,5,2,15,-3
COC(=O)c1ccc(CN2C(=O)NC3(CCCc4ccccc43)C2=O)o1 (stereo not drawn),-17,-15,0.8,-2,-34,3,-18,3,18
CC[C@@]12C(=O)N(c3cccc(Br)c3)C(=O)N1[C@H](c1ccc(Cl)cc1)[C@@H]1C(=O)N(C3CCCCC3)C(=O)[C@@H]12,-28,-13,0.6,-6,-8,14,-7,2,15
CCOC1=C2[C@@H](CN(S(=O)(=O)c3ccc(C)cc3)[C@H]2c2cccc3ccccc23)[C@H]2C(=O)N(c3ccccc3)C(=O)[C@H]2C1,nt,5,0.6,3,-5,1,9,1,6
O=C(O)C1[C@H]2C(=O)N(C3CCCC3)C[C@]23C=C[C@H]1O3 (stereo partly drawn),-7,3,1.1,-6,10,-1,-1,1,-1
Cc1ccccc1C(=O)OC1OC(=O)C(Cl)=C1Nc1ccc(C(=O)O)cc1 (stereo not drawn),-4,-12,0.7,-4,-4,6,6,6,18
O=C(NCc1ccncc1)[C@@H]1CCCN1C(=O)[C@@H]1CCCN1C(=O)c1c(F)cccc1F,nt,-16,0.5,nt,nt,nt,-15,2,12
Cc1ccccc1OCC(=O)Nc1sc2c(c1C#N)CCC2,-20,-4,0.1,-6,-10,6,-11,2,22
Cc1ccccc1OCC(=O)NC(=S)Nc1ccc(S(=O)(=O)NC2CCCCC2)cc1,-16,40,8.8,-2,-20,1,-4,0,14
O=C(CSc1nn(-c2ccccc2)c(=S)s1)NC1CCS(=O)(=O)C1 (stereo not drawn),-7,-2,-0.2,-11,-8,10,-6,0,16
